Screens (PubChem)
Vif-A3G inh: qHTS for Inhibitors of Vif-A3G Interactions: qHTS; AID 602310, 2012; HeLa A3G-eYFP + Vif (tagged APOBEC3G with the HIV-1 protein that degrades it), YFP fluorescence, overnight; 410,000 tested, 0.076% active; Potency, µM (doses to about 46.1 µM), for the others: at the top dose activity, negative = active, actives largely listed as inhibitors;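 note: potency is the fitted concentration of half-maximal effect; % is set by controls: 0 for no effect and ±100 for the full control effect; nearly all actives have a fitted effect of over 60% in size; hits raise eYFP signal because A3G escapes Vif-driven loss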
Target sequence (Q9HC16 whole entry, looked up): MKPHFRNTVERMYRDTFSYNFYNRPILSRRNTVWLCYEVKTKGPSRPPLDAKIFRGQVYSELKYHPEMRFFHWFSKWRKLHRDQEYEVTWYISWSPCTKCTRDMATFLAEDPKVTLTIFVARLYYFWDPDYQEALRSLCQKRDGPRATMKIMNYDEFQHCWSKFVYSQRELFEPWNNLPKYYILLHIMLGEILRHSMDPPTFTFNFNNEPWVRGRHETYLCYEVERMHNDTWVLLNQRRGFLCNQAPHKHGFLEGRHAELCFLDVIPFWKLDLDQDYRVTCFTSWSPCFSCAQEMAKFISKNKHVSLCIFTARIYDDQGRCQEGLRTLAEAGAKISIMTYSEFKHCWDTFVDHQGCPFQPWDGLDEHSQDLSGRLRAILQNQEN
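Read-out is eYFP fluorescence (Ex 488/Em 500-530) from Vif-expressing HeLa A3G-eYFP cells; more signal means A3G escaped Vif-mediated degradation. Cells plated overnight, compound pinned in, incubated overnight at 37 deg C.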
Vif-APOBEC3F blk: qHTS for Inhibitors of Vif-A3F Interactions: qHTS; HeLa A3F-eYFP + Vif (tagged APOBEC3F with the HIV-1 protein that degrades it), YFP fluorescence increase; Potency, µM (doses to about 46.1 µM), inactives show at the highest dose activity, negative = active; 390,000 tested, 0.2% active; note: potency is the fitted concentration of half-maximal effect; % of control where 0% means no effect; nearly all actives have a fitted effect of over 65% in size
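Fluorescence increase (Ex 488/Em 500-530) after overnight compound treatment at 37 deg C flags inhibition of Vif-driven A3F-eYFP loss in stable HeLa A3F-eYFP/Vif cells seeded overnight beforehand.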
D2 PAM: HTS Assay for Positive Allosteric Modulators of the Human D2 Dopamine Receptor: Primary Screen for Potentiators; potentiation, % at 10 µM; 340,000 tested, 0.34% active; HEK293 T-REx D2, calcium flux, EC20 dopamine potentiation;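 active = potentiation over 3 SD above the plate norm, cut at about 30% in these data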; note: 0% is about no effect
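Using a no-wash calcium dye in inducible, force-coupled HEK293 Trex cells expressing D2, we tracked fluorescence each second for 180 s after compound, then for 180 s after EC20 dopamine to detect augmented signalling.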
D1 potentiator: Potentiators of Human D1 Dopamine Receptor: qHTS; HEK293 TREx D1 cells, calcium flux, dopamine EC20 potentiation; D(1A) dopamine receptor (Homo sapiens), P21728; 360,000 tested, 0.036% active; potentiation, % at 10 µM; in the data active = potentiation above about 30%; note: 0% is about no effect
Target sequence (P21728 whole entry, looked up): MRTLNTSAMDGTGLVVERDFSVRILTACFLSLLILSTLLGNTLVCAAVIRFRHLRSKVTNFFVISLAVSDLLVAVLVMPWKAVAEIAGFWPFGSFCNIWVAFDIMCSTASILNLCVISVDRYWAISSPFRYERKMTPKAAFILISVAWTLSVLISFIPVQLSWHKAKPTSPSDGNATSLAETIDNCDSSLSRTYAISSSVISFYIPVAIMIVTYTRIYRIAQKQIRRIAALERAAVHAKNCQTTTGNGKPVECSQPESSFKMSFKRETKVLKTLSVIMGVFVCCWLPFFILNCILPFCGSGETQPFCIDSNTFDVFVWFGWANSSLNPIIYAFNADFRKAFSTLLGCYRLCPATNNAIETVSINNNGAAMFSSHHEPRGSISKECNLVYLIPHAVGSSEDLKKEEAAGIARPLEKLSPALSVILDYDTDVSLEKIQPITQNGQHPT
D1 ag: Allosteric Agonists of the Human D1 Dopamine Receptor: qHTS. 360,000 tested, 1% active. HEK293 T-REx D1 cells, calcium flux, agonist mode. D(1A) dopamine receptor (Homo sapiens), P21728. activation, % at 2 µM; in the data active = activation above about 30%; note: 0% is about no effect
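Tetracycline-induced HEK293 TREx D1 cells, force-coupled to calcium signalling, were dye-loaded with a no-wash calcium kit. Compound was pin-added after a 10 s baseline. Fluorescence was read kinetically at 1 cycle/s for 180 s, with calcium rises flagged as agonism.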
Glioma ERSR ind: qHTS for Inducers of the Endoplasmic Reticulum Stress Response (ERSR) in Human Glioma: qHTS; Potency, µM, without a hit: at the top dose activation, actives largely listed as activators; U87-MG GRP78 promoter luciferase reporter, 16 h; 420,000 tested, 0.02% active; note: potency is the fitted concentration of half-maximal effect; series mostly up to about 76 µM; % of control where 0% means no effect; nearly all actives have a fitted effect of over 35% in size
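Stably transfected U87-MG human glioma cells carrying a GRP78-based luminescent sensor were seeded at 1000 cells/well, pin-dosed with compounds and incubated 16 h. Luciferase reagent was then added, and end-point luminescence was read after 10 min at room temperature.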
D1 antag: Antagonist of Human D 1 Dopamine Receptor: qHTS; D(1A) dopamine receptor (Homo sapiens), P21728; HEK293 TREx D1 cells, calcium flux, dopamine EC80; active compounds read low; activity change, negative = inhibition, % at 10 µM; 360,000 tested, 3.2% active; in the data active = activity change below about -30%; note: % is set by controls: 0 for no effect and ±100 for the full control effect
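After overnight tetracycline induction at 30 C, force-coupled D1 HEK293 cells took up a no-wash calcium dye at room temperature. Compounds were added and monitored 180 s, and the response to EC80 dopamine was then recorded.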
RXFP1 antagonist: qHTS Assay for Antagonists of the Relaxin Receptor RXFP1 | Relaxin receptor 1 (Homo sapiens), Q9HBX9 | HEK293-RXFP1, relaxin-stimulated cAMP HTRF, 30 min; active compounds read low | activity change, negative = inhibition, % at 57.5 µM | 350,000 tested, 0.59% active | AID 1259400, 2018;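 active = activity change of -60% or lower, but not beyond a set lower limit; inconclusive = change between -60% and -40%, or beyond the set limit; inactive = change above -40%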; note: % is set by controls: 0 for no effect and ±100 for the full control effect
RXFP1 ag: qHTS Assay for Agonists of the Relaxin Receptor RXFP1; HEK293T-RXFP1 cAMP TR-FRET, 30 min; response scale: percent of porcine relaxin response, buffer zero; Potency, µM (titrated, usually from 57.5 µM), without a hit: top-dose activation, hits mostly activators; Relaxin receptor 1 (Homo sapiens), Q9HBX9; 370,000 tested, 0.3% active; note: potency is the fitted concentration of half-maximal effect; % is set by controls: 0 for no effect and ±100 for the full control effect; nearly all actives have a fitted effect of over 60% in size; many of its hits are not listed in these tables
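HEK293 cells stably expressing RXFP1, treated 30 min at 37C with compounds plus PDE4 inhibitor Ro 20174; cAMP measured by HTRF TR-FRET. Normalized to buffer and 29 nM porcine relaxin; EC50 by Hill fit.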
Active calls of the source: *; ? = inconclusive; · = not tested or not shown. Unless noted, calls come from the whole dose curve; as a rule, active = well fitted curve in the direction sought with a large enough effect; inconclusive = small, poorly fitted or top-dose-only effect, or another doubt; inactive = no such curve, though single readings can be large; an effect the other way counts as inactive or inconclusive. A portion of the library, so the mix of outcomes need not match the whole.

SMILES | Vif-A3G inh | Vif-APOBEC3F blk | D2 PAM | D1 potentiator | D1 ag | Glioma ERSR ind | D1 antag | RXFP1 antagonist | RXFP1 ag
CC(C)C(NC(=O)c1ccco1)C(=O)OCC(=O)Nc1ccc(C(N)=O)cc1 (stereo not given) | 0.6% | -3.1% | 9.0 | -5.6 | 2.1 | 5.4% | 2.7 | -11.1 | -0.6%
O=S(=O)(c1ccc2ccccc2c1)N(CC(O)COCc1ccco1)c1ccccc1 (stereo not given) | 1.4% | -1.3% | · | -5.0 | 3.7 | -0.4% | 8.0 | -0.5 | 2.4%
CC(=O)Cn1c(N2CCC(Cc3ccccc3)CC2)nc2c1c(=O)[nH]c(=O)n2C | -0.9% | -3.4% | 1.7 | -2.0 | 0.8 | -5.8% | 4.1 | -11.6 | 0.3%
CC1CCN(C(=S)NC(=O)c2ccccc2Br)CC1 | 1.1% | -2.0% | -10.6 | -2.5 | 1.2 | -4.4% | -7.8 | -1.3 | 2.8%
CCCCCOC(=O)Cn1c(=O)c2c(nc(N3CCOCC3)n2C)n(C)c1=O | -5.7% | 2.6% | 1.2 | -1.8 | -1.1 | -2.9% | 3.6 | -10.0 | 1.9%
CCc1c(C(=O)NNC(=S)NCC2CCCO2)csc1C (stereo not given) | -4.9% | 0.7% | -2.7 | 2.8 | 4.1 | -0.1% | 12.0 | -0.2 | 0.8%
CN(Cc1ccccc1NCC(=O)Nc1ccccc1C#N)C1CCCCC1 | 3.3% | -1.9% | -3.3 | -0.3 | -3.4 | 2.5% | 16.0 | 8.1 | 1.0%
COc1cc(OC)cc(C(=O)NNC(=O)c2cc3ccccc3cc2O)c1 | -3.9% | -2.5% | 8.1 | 2.0 | 1.9 | -5.6% | -1.6 | 14.6 | 3.2%
C=C1C[C@@]23CCC4[C@@](C)(CCC[C@@]4(C)C(=O)O)C2CC[C@]1(O)C3 (stereo not given in full) | 6.0% | 5.3% | 8.9 | 7.2 | 0.9 | -2.8% | · | · | 0.3%
CC(C)(C)OC(=O)COc1cc(O)c2c(=O)cc(-c3ccccc3)oc2c1 | -1.1% | -9.4% | 1.2 | -1.7 | 2.2 | 8.4% | 1.5 | -3.7 | 1.7%

Looked up above.
D1 antag result of CC(C)(C)OC(=O)COc1cc(O)c2c(=O)cc(-c3ccccc3)oc2c1 → 1.5
Vif-A3G inh result of CCCCCOC(=O)Cn1c(=O)c2c(nc(N3CCOCC3)n2C)n(C)c1=O → -5.7%

New compounds follow:
SMILES | Vif-A3G inh | Vif-APOBEC3F blk | D2 PAM | D1 potentiator | D1 ag | Glioma ERSR ind | D1 antag | RXFP1 antagonist | RXFP1 ag
CC(=O)NC(Cc1ccccc1)Cc1ccccc1 | -0.4% | 7.7% | 3.7 | 0.2 | 0.9 | -2.2% | 29.7 | 3.3 | -0.3%
CCOc1ccc(S(=O)(=O)Nc2ccc3c(c2)c2c(n3S(=O)(=O)c3ccc(OCC)cc3)CCCC2=O)cc1 | · | · | -3.7 | -3.0 | 3.0 | · | 7.9 | · | 0.2%
CC(CN1CCOCC1)OC(=O)c1ccccc1Br (stereo not given) | -6.5% | 6.4% | -8.6 | -6.1 | 1.9 | 0.9% | -21.2 | 6.4 | 3.6%
CCN(Cc1ccccc1)S(=O)(=O)c1ccc(S(=O)(=O)N(Cc2cccc(OC)c2)CC2CCCO2)cc1 (stereo not given) | -1.3% | -6.6% | 11.1 | -3.0 | 31.4* | -1.3% | 12.2 | 18.5 | 0.1%
CSc1ccc(CN2CCN(CC=C(C)C)C(CCO)C2)cc1 (stereo not given) | -2.0% | 6.5% | -21.7 | 2.9 | 5.7 | -4.7% | 7.4 | -17.1 | -0.6%
CCCn1c(SCC(=O)NCc2ccc3c(c2)OCO3)n[nH]c1=O | -8.8% | 1.3% | -2.4 | 0.1 | 3.2 | -2.9% | -2.2 | 13.9 | -3.2%
O=[N+]([O-])c1cccc(N/N=C/c2ccc(N3CCOCC3)cc2)c1 | 0.7% | 4.6% | -3.0 | -6.8 | -3.3 | 1.6% | -4.5 | -19.7 | 0.0%
COc1ccccc1-c1cc(C(F)(F)F)nc(S(=O)(=O)CCCC(=O)Nc2ccc(F)cc2F)n1 | ? | 0.5% | 22.6 | -0.1 | 4.6 | -10.2% | -9.9 | 18.1 | -0.8%
Cc1ccc(C2c3[nH]c4ccccc4c3CCN2C(=O)c2cccc(C)c2)cc1 (stereo not given) | ? | -6.6% | 4.5 | -3.8 | 3.0 | 0.2% | -0.5 | -10.4 | 3.0%
CC(C)CC(=O)Nc1nc2nc(-c3ccccc3)cc(=O)n2[nH]1 | 0.8% | -13.3% | -24.2 | 0.1 | 0.3 | -0.2% | -6.2 | -8.7 | 3.1%
COc1cc2c(cc1CN1CCN(C(=O)c3cc(OC)c(OC)c(OC)c3)CC1)OCO2 | -8.5% | -6.1% | 8.5 | -0.2 | 3.1 | -1.7% | 43.1 | -6.3 | 1.8%
Cc1cc(SCC(=O)OCC(=O)N(C)c2ccccc2)nc2ccccc12 | 0.2% | -3.2% | -7.1 | -0.6 | 2.7 | -5.8% | 21.3 | 5.3 | 1.3%
CCOc1cc(C(=O)N(CC)CC(=O)Nc2c(F)cccc2F)ccc1OCC(=O)N1CCOCC1 | -0.2% | -22.0% | · | 0.1 | 5.5 | -4.4% | -3.0 | -19.8 | 1.2%
Cc1cc(C(=O)N/N=C/c2ccc(-c3cccc(Br)c3)o2)n[nH]1 | -9.7% | -21.9% | -15.4 | 3.8 | 4.4 | -2.9% | 4.8 | -29.4 | -1.2%
O=C(NC(=S)NC1CCSC1=O)c1ccccc1 (stereo not given) | 0.6% | -6.9% | 0.9 | -5.6 | 2.8 | -1.8% | 2.7 | 7.8 | -0.7%
Cc1[nH]c(C)c(S(=O)(=O)N2c3ccccc3CC2C)c1C(=O)N1CCCCC1 (stereo not given) | 0.0% | -3.6% | -2.3 | 3.8 | 0.2 | -0.9% | 0.1 | -11.3 | -2.0%
O=C(NNC(=O)C12CC3CC(CC(C3)C1)C2)c1ccncc1 | -0.7% | 0.9% | -3.9 | -0.8 | 4.0 | -2.4% | 3.8 | 3.1 | -1.3%
NNC(=O)Cc1cn(-c2ncc(C(F)(F)F)cc2Cl)c2ccccc12 | -2.1% | -10.6% | -0.2 | -6.8 | 5.3 | -3.1% | 5.7 | -10.9 | 0.7%
Cc1ccc(C(=O)N/C(=C\c2cccc([N+](=O)[O-])c2)C(=O)OCN2C(=O)c3ccccc3C2=O)cc1 | 1.2% | 3.5% | 1.9 | -0.3 | 4.6 | -2.5% | -47.9* | -9.5 | 3.8%
O=c1[nH]c([N+](=O)[O-])nn1C(c1ccccc1)c1ccccc1 | -3.0% | 1.8% | 12.4 | 3.4 | 8.0 | -2.9% | -4.7 | 5.1 | 1.3%
Cc1noc(C)c1CSc1ccc2ccccc2n1 | -6.3% | -0.7% | 14.1 | 1.4 | -2.9 | -0.1% | -1.9 | -7.6 | -1.3%
Cc1cc(C)c(NC(=O)NC(=O)c2ccc(F)cc2)c(C)n1 | -3.3% | 5.9% | 23.9 | -2.4 | 8.8 | 0.7% | 15.4 | -8.6 | -0.9%
CCCS(=O)(=O)N1CCCC(C(=O)NC2CCCC(C)C2C)C1 (stereo not given) | 1.9% | 3.9% | 3.7 | 2.8 | -3.1 | -2.5% | 4.4 | -15.3 | 1.6%
Nc1cc(=O)nc(SCC(=O)Nc2ccccc2)n1CCc1ccccc1 | -5.6% | 2.3% | 1.3 | -2.2 | -1.1 | -3.1% | 6.9 | · | 2.3%
CCOc1cc(N2CCOCC2)c(OCC)cc1NC(=O)c1ccccc1 | -4.3% | 7.1% | 9.7 | 3.5 | 8.8 | -1.5% | -11.2 | -11.5 | 2.0%
Cc1ccc(NC(=O)c2nc[nH]c2C(=O)N[C@H](C)c2ccccc2)cc1 | -15.0% | 1.6% | -7.8 | -4.2 | -1.8 | 12.2% | · | · | 0.5%
O=C1c2ccsc2SCCN1Cc1cccc(F)c1 | -0.2% | 17.8% | 1.6 | 8.2 | -0.4 | -7.7% | 1.4 | -1.3 | -3.3%
CC(=O)c1cccc(OCc2cc(C(=O)NCc3nc(C)c(C)s3)no2)c1 | 1.5% | 2.1% | -0.9 | -5.7 | 0.4 | 10.3% | -1.6 | -0.4 | -0.5%
CCOC(=O)/C(=N\Nc1ccccc1Cl)N(C)C1CCCCC1 | 1.8% | 2.0% | 0.3 | 0.8 | 4.3 | 2.7% | 15.0 | -2.0 | 1.8%
COc1ccc(C(=O)N2CCNC(=O)C2CC(=O)Nc2cc(Cl)ccc2OC)cc1 (stereo not given) | 5.1% | -0.7% | 13.3 | 0.4 | 2.8 | -5.1% | 0.7 | -7.3 | 0.7%
CC(C)NC(=O)NC(=O)COC(=O)c1cccc(S(=O)(=O)N2CCCCC2)c1 | -1.8% | -10.8% | -1.5 | 1.4 | 2.1 | -3.4% | 5.3 | -1.4 | -0.1%
c1cncc(C(c2nnnn2C2CCCCC2)N2CCCCC2)c1 (stereo not given) | 2.1% | -4.7% | 10.1 | -4.3 | -0.3 | 0.0% | 7.1 | 17.9 | 0.1%
O=C(COc1ccccc1)Nc1cc2c3c(c1)CC(=O)N3CCC2 | -0.5% | 1.6% | -5.0 | -4.3 | -0.3 | 4.6% | 11.6 | -7.4 | 1.6%
CN(CC(=O)Nn1cnnc1)S(=O)(=O)c1ccccc1 | 0.2% | -0.3% | 2.3 | 4.0 | 0.8 | -2.4% | -1.5 | 5.6 | 0.2%
Cc1ccc(COc2ccc3c(c2)OCO3)cc1 | -1.6% | ? | 14.1 | -7.8 | 4.1 | 5.4% | -11.3 | -18.2 | -1.0%
